Screening data deposited in PubChem by Southern Research Specialized Biocontainment Screening Center.
Salmonella PhoP GFP = PhoP regulon inhibitors, Salmonella typhi PhoP promoter GFP reporter, confirmatory (AID 1850); Salmonella Typhi PhoP-promoter GFP reporter, fluorescence, 4 h; higher % means a stronger effect; inhibition, % at 50 µM, or IC50 in µM where a hit was titrated; 310,000 compounds, 0.33% hits; in the data active means a potency from the dose series; inconclusive means inhibition mostly from about 25% at the one dose, without a potency; inactive means the rest, 99 in 100 with inhibition below about 19%;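 further: 0% = induced wells with vehicle and 100% = uninduced wells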
influenza NS1A = H1N1 influenza NS1A inhibitors, functional cell based assay (AID 504329); NS1A functional cell-based assay, percent inhibition; higher % means a stronger effect; one-dose inhibition, % at 12.5 µM; IC50 in µM for titrated hits; 340,000 compounds, 0.3% hits; in the data active means a potency from the dose series; inconclusive means inhibition above about 27% without an active follow-up result; further: strong numbers were not always called active
tuberculosis growth = growth inhibition of non-replicating M. tuberculosis (AID 488890) | Mycobacterium tuberculosis non-replicating, growth inhibition; higher % means a stronger effect | inhibition, % at 25 µM; hits with a dose series show IC50 in µM | 320,000 compounds, 0.39% hits; in the data active means a potency from the dose series; inconclusive means inhibition mostly from about 82% at the one dose, without a potency; inactive means the rest, 99 in 100 with inhibition below about 76%;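 further: plate controls were DMSO cells for no effect and high antibiotic wells for full effect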
inhibitors of VEEV = inhibitors of VEEV TC-83 cytopathic effect, confirmation, Vero cells (AID 588727). Vero cells, VEEV TC-83 cytopathic effect inhibition; higher % means a stronger effect. one-dose inhibition, % at 20 µM; IC50 in µM for titrated hits. 350,000 compounds, 0.13% hits; in the data active means a potency from the dose series; inconclusive means inhibition mostly from about 14% at the one dose, without a potency; inactive means the rest, 99 in 100 with inhibition below about 12%; further: strong numbers were not always called active
H37Rv inhibition = M. tuberculosis growth inhibition, HTS (AID 449762); 330,000 compounds, 0.59% hits; inhibition, % at 25 µM, or IC50 in µM where a hit was titrated; M. tuberculosis H37Rv growth inhibition, 7H9 media; higher % means a stronger effect; in the data active means a potency from the dose series; inconclusive means inhibition above about 70% without an active follow-up result;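 further: bacterial growth assessed after seven days of incubation; strong numbers were not always called active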
inhibitors of VEEV 10K pilot screen = further read-out of inhibitors of VEEV, marked with its call; inhibition, %; measured here: 10K pilot screen inhibition
* hit, by the source's call; i = inactive; ? = inconclusive; / = not tested or not shown. Hits appear at their usual frequency; any-hit rate near 1.5%.

SMILES | Salmonella PhoP GFP | influenza NS1A | tuberculosis growth | inhibitors of VEEV | H37Rv inhibition | others
O=C(O)C1CCCN1c1nc(-c2ccc(Cl)c(Cl)c2)cc(C(F)(F)F)n1 (stereo not drawn) | / | -6% | 25% | 3.6% | -5%
CCN1C(=O)[C@@H]2[C@@H](c3ccc(-c4ccc(F)cc4)c(OC)c3)N3CCCC[C@@]3(C(=O)OC)[C@@H]2C1=O | -2% | -1% | 16% | 0.9% | -4%
[O-][n+]1cccc(C(O)c2ccccc2)c1 (stereo not drawn) | 1% | -2% | 0% | 1.5% | -14%
O=[N+]([O-])c1ccc(S(=O)(=O)NCC(c2cccnc2)N2CCOCC2)cc1 (stereo not drawn) | -3% | -2% | -18% | i | -1%
C=CCn1c(N)c(C(=O)NCC2CCCO2)c2nc3ccccc3nc21 (stereo not drawn) | -11% | -7% | 14% | 3.4% | 2%
CN(C)c1ccc(P(=O)(OCc2ccccc2)C(O)c2cccnc2)cc1 (stereo not drawn) | -5% | -9% | 9% | 1.5% | 0%
COC(=O)c1sc(NC(=O)c2ccoc2C)nc1C | / | -3% | / | 7.2% | /
COc1ccc(NC(=O)C(NC(=O)CNC(C)=O)c2ccc(C)cc2)cc1 (stereo not drawn) | 8% | 8% | 3% | 8.0% | -4%
CCc1noc(C)c1C(=O)N(CCCOC)c1c(N)n(Cc2ccccc2)c(=O)[nH]c1=O | 7% | -3% | 8% | 0.2% | 0%
COc1ccc(NC(=O)C2CC(=O)N(c3cccc(C)c3C)C2)cc1 (stereo not drawn) | -10% | 11% | -4% | 0.8% | 1%
CC(/C=N/Nc1ccc2nncn2n1)=C\c1ccccc1 | 4% | 7% | 15% | 5.6% | -2%
COc1cc2c(cc1OC)CN(CC(=O)Nc1ccc(C#N)cc1)CC2 | -6% | 8% | 10% | 6.2% | -1%
CC(C)c1nn2c(=O)cc(CSc3ccccc3NC(=O)c3ccccc3F)nc2s1 | -12% | -7% | 2% | 2.1% | -6%
CCCCn1c(=O)c(C(=O)OCC)c(O)c2ccccc21 | -6% | 0% | 36% | 5.7% | 10%
COc1ccc(NC(=O)CCn2ccnc2)c(OC)c1 | 5% | 4% | 1% | i | 7%
CC[C@@H](C)[C@H](NC(=O)CCc1c(C)c2cc3c4c(oc3c(C)c2oc1=O)CCCC4)C(=O)O | -8% | 20% | -4% | 0.8% | 2%
Cc1ccc2nsnc2c1NC(=O)c1ccccc1[N+](=O)[O-] | -4% | 17% | -12% | 1.5% | 2%
Cc1c(O)ccc2c(CC(=O)N[C@@H](Cc3ccc(O)cc3)C(=O)O)cc(=O)oc12 | -17% | 1% | -7% | i | 1%
Cc1ccccc1Nc1nc(Cl)c(C=O)s1 | 3% | 2% | 49% | 1.7% | 17%
O=C(Nc1cc(Cl)ccc1N1CCCC1)C1=COCCO1 | / | -1% | 50% | i | 1%
COc1ccc(CNC(=O)CSCc2cnn(-c3ccccc3)c2-n2cccc2)cc1 | -3% | -21% | 18% | i | 1%
CC(C)(C)c1ccc(/C=N/N2C(=O)CSC2=S)cc1 | 17% | -7% | 7% | i | 10%
Cc1ccc(Cn2c(=N)c(C(=O)NCC3CCCO3)cc3c(=O)n4ccccc4nc32)cc1 (stereo not drawn) | 6% | -8% | 6% | 1.2% | 5%
O=C(Cn1cnc2cc([N+](=O)[O-])ccc2c1=O)NCc1ccccc1 | -3% | -4% | 2% | 0.4% | 3%
COc1cc(/C=C/C(=O)OCC(=O)NCC2CCCO2)ccc1OCC#N (stereo not drawn) | -2% | -7% | 3% | i | -8%
Clc1ccc(NNc2ccnc3cc(Cl)ccc23)cc1 | 19% | 35µM* | ? | 4.2% | 17µM*
CCCNC(=O)c1nn2cc(Br)cnc2c1Cl | -1% | -4% | 31% | i | -2%
CCOC(=O)c1nnn(-c2ccc([N+](=O)[O-])cc2)c1C | -2% | -9% | 15% | 1.5% | 4%
COc1ccc(S(=O)(=O)Nc2cc3c4c(c2)CC(=O)N4CCC3)cc1 | 6% | -5% | 3% | 3.8% | 7%
CN1C(C(=O)NCc2ccco2)CC2Cn3c(nc4cc(Cl)c(Cl)cc43)C21 (stereo not drawn) | 0% | 4% | 32% | i | -4%
Cc1cc(N)n(-c2ccc(C(=O)O)cc2)n1 | -2% | -4% | -9% | 0.6% | -3%
CCOc1ccc(NC(=O)c2ccc(NC(=O)c3cn4c5c(c(N6CCN(C)CC6)c(F)cc5c3=O)OCC4C)cc2)cc1 (stereo not drawn) | -1% | -3% | ? | ? | /
COc1ccccc1N1CCN(CCCNC(=O)Cn2ncc3c([nH]c4ccccc43)c2=O)CC1 | -12% | 20% | 9% | i | 4%
COCC(=O)NC1CCN(CC(=O)Nc2ccc(OC)cc2[N+](=O)[O-])CC1 | -3% | -4% | 75% | 0.9% | 10%
COc1ccc(C2CC(O)(C(C)(C)O)NO2)cc1 (stereo not drawn) | -6% | -8% | 3% | 0.2% | 4%
O=C(NCCCN1CCOCC1)c1ccc(NS(=O)(=O)c2ccccc2)cc1 | 0% | -5% | -8% | 2.8% | 0%
CC(C)(C)OC(=O)[C@H](CCCCN)NC(=O)c1nc[nH]c1C(=O)NCCCCCN | -15% | -4% | -9% | 0.2% | -2% | inhibitors of VEEV 10K pilot screen=1.9
O=C(NCCc1ccccc1)C(=Cc1ccc(C(=O)O)cc1)C(=O)NCCc1ccccc1 | 1% | -1% | 2% | 1.4% | 0%
COc1ccc(CNC(=O)C2CCN(c3nc(-c4ccccc4)nc4c3CCC4)CC2)cc1 | 0% | -5% | 69% | 4.9% | 59%
O=c1cc2c(=O)oc3cc(O)c(O)oc3c2c(O)c1O | / | 22% | / | 2.4% | /
CCCCCOC(=O)C1=C(C)NC(=O)NC1c1ccccc1 (stereo not drawn) | -5% | 0% | 33% | 0.7% | 0%
CCOC(=O)CS(=O)(=O)CC(=O)Nc1ccc([N+](=O)[O-])cc1OC | 2% | 6% | 8% | 0.5% | 2%
C[C@H]1NC(=O)[C@@]2(C)[C@@H](c3ccccc3)[C@H]3COc4ccccc4[C@@H]3N2C1=O | / | 0% | 7% | 5.0% | -10%
COC(=O)c1ccccc1NC(=O)N1CCN(C/C=C/c2ccccc2)CC1 | 0% | 10% | 6% | i | 9%
OCCN1CCN(c2ncnc3ccc(Br)cc23)CC1 | / | 7% | / | 1.2% | -12%
CCc1nn(CC(=O)N2CCCCCC2)c(=O)c2cc3ccccc3n12 | -14% | 7% | 12% | 1.4% | -4%
Cc1ccc(Cl)cc1N1CCN(S(=O)(=O)c2ccc3c(c2)NC(=O)C(C)C(=O)N3)CC1 (stereo not drawn) | -7% | 5% | 2% | 1.9% | 0% | inhibitors of VEEV 10K pilot screen=0.1
CCCc1nnc(NC(=O)CCC(=O)N2CCN(S(=O)(=O)c3ccc(OC)cc3)CC2)s1 | 4% | 7% | 7% | 1.4% | -4%
Cc1csc2c(N3CCN(C(=O)Nc4ccc(OC(F)(F)F)cc4)CC3)ncnc12 | 0% | -4% | 46% | 3.5% | ?
O=C(c1cc2c(F)cccc2s1)N1CCCC1 | 5% | 6% | 75% | 0.6% | ?

Other structures.
SMILES | Salmonella PhoP GFP | influenza NS1A | tuberculosis growth | inhibitors of VEEV | H37Rv inhibition | others
O=C(Cc1cccs1)NCc1cccs1 | 4% | -3% | / | 2.5% | /
O=C(CSc1nnc(-c2ccncc2)n1-c1ccc(F)cc1)NNC(=O)c1cccc(O)c1 | -7% | 6% | -5% | 1.7% | -5%
Cc1ccnc(NC(=O)CSc2ccccn2)c1 | 1% | 3% | 62% | 0.7% | 13%
O=C(COc1ccccc1[N+](=O)[O-])NC1CC1 | -2% | 1% | -15% | 1.0% | -2%
NC(=O)Cc1ccc(C(=O)c2ccccc2F)s1 | -14% | -7% | -5% | 5.0% | -7%
O=C(O)c1c2c(nc3ccccc13)/C(=C/c1ccc(O)cc1)CC2 | -8% | -15% | -7% | 0.7% | 4%
COC(=O)/C(=C/c1ccco1)NC(=O)c1ccc(Br)o1 | 4% | -11% | 14% | 0.8% | 0%
Cc1ccc(CNC(=O)/C=C/c2ccccc2Cl)cc1 | 1% | -3% | -4% | 1.7% | -2%
O=C(COC(=O)CC1CCCC1)Nc1cc2c(cc1Cl)C(=O)c1ccccc1C2=O | 12% | 6% | 4% | i | 2%
Cc1nn(Cc2ccccc2)c(C)c1CNC(=O)CN=C1NS(=O)(=O)c2ccccc21 | / | -2% | / | 0.1% | /
CC1=NN(c2nc(-c3ccccc3)cs2)C(=O)C1 | 0% | 4% | -12% | 0.2% | 3%
CCCCc1nc2sc3c(c2c(=O)n1NC(=O)c1ccco1)CC(C)(C)OC3 | -16% | -4% | 7% | 0.6% | -2%
COc1cc(OC)cc(C(=O)Nc2cccc(-c3ccc4nncn4n3)c2)c1 | -8% | / | 0% | / | 10%
Cc1cccc(NC(=S)N2CCN(Cc3ccccc3)CC2)c1C | -5% | -8% | -11% | 0.8% | 1%
O=C1C=CCCC1 | / | 3% | 8% | i | 3%
COc1cccc(C(C(=O)NC2CCCC2)N(C(=O)c2ccco2)c2ccccc2)c1OC (stereo not drawn) | 4% | 6% | 30% | i | 1%
O=C(NNc1ccccn1)C(=O)NNS(=O)(=O)c1ccc(Cl)cc1 | 15% | 18% | -6% | i | -1%
COc1ccc(CC(=O)N[C@@H]2c3ccccc3CC[C@H]2OCc2ccccc2)cc1 | / | -16% | / | 3.0% | /
OC(CNCc1cccc(Cl)c1)c1ccccc1 (stereo not drawn) | -5% | -6% | 31% | i | 0%
Cc1cc(NC(=O)CSc2ccc3c(c2)OCCO3)no1 | 6% | -10% | 19% | 1.4% | 3%
CC(C)C(=O)NNC(=O)c1csc(-c2cccs2)n1 | 5% | -1% | 18% | i | -2%
COc1cc(/C=N/n2cnn(Cc3ccccc3Cl)c2=S)cc(OC)c1OC | -2% | / | -7% | 1.9% | 3%
O=c1c(-c2ccc([N+](=O)[O-])cc2)coc2c(O)c(O)ccc12 | 11% | 1% | 0% | 4.2% | -10%
Cc1ccc(CNS(=O)(=O)c2c(C)nc3scc(C)n3c2=O)cc1 | 1% | 0% | -2% | 0.7% | -1%
Cc1ccc(C(=O)/C=C/NNC(=O)c2ccccc2O)cc1 | 9% | -27% | ? | 6.9% | 55%
CCOC(=O)c1nn(-c2cccc(OC)c2)c2nc(Nc3ccccc3)cc(=O)n12 | -10% | 6% | ? | 2.2% | ?
O=C(COC(=O)c1cc(=O)[nH]c(=O)[nH]1)Nc1ccccc1F | / | -26% | -7% | 11% | 3%
Cc1cc(C)n(Cc2ccccc2Cl)n1 | -6% | 3% | 0% | 1.8% | -5%
N[C@@H](CCC(=O)N[C@@H](CSN=O)C(=O)NCC(=O)O)C(=O)O | 3% | 1% | -1% | 0.5% | 24%
CC(=O)Nc1ccc(NC(=O)c2cc(C3CC3)nc3c2cnn3C(C)C)cc1 | / | 1% | / | 12% | /
CC(C)n1c(SCC(=O)Nc2ccccc2N2CCCCC2)nc2c1c(=O)n(C)c(=O)n2C | -10% | -13% | 5% | i | 4%
O=C(c1ccc(OCC2CCCO2)cc1)N1CCc2ccccc2C1 (stereo not drawn) | 2% | 3% | 15% | 1.0% | -3%
CCC(=O)Nc1cc(C(=O)OCC(=O)c2ccccc2)ccc1C | -2% | 11% | 2% | 0.9% | -8%
O=c1[nH]c(=S)n(-c2ccc(Cl)cc2)c(O)c1/C=N/N1CCOCC1 | 3% | -1% | -2% | 1.1% | 9%
CCC(C)c1ccccc1NC(=O)C(C)N(C)Cc1cccc(OC)c1 (stereo not drawn) | -12% | -11% | 14% | i | 1%

As a working copy, some entries already given.
SMILES | Salmonella PhoP GFP | influenza NS1A | tuberculosis growth | inhibitors of VEEV | H37Rv inhibition | others
CC(C)n1c(SCC(=O)Nc2ccccc2N2CCCCC2)nc2c1c(=O)n(C)c(=O)n2C | -10% | -13% | 5% | i | 4%
O=C(c1ccc(OCC2CCCO2)cc1)N1CCc2ccccc2C1 (stereo not drawn) | 2% | 3% | 15% | 1.0% | -3%
CCC(=O)Nc1cc(C(=O)OCC(=O)c2ccccc2)ccc1C | -2% | 11% | 2% | 0.9% | -8%
O=c1[nH]c(=S)n(-c2ccc(Cl)cc2)c(O)c1/C=N/N1CCOCC1 | 3% | -1% | -2% | 1.1% | 9%
CCC(C)c1ccccc1NC(=O)C(C)N(C)Cc1cccc(OC)c1 (stereo not drawn) | -12% | -11% | 14% | i | 1%
